MRP reversal: reversal of MRP1-mediated doxorubicin resistance, primary screen, H69AR cells, doxorubicin co-treatment; H69AR cells + 2 uM doxorubicin, CellTiter-Glo, 72 h; differential viability (reversal), % at 10 µM; AID 602, 2007; 85,000 compounds, 0.04% hits;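 active means viability drop by adding the cancer drug above about 55%, with treated viability meeting a 40% cutoff, limit read from the data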;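 further: viability without doxorubicin minus viability with 2 µM doxorubicin for each compound; larger differential means the compound sensitizes cells more to doxorubicin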
MRP reversal cytotoxicity: recorded beside MRP reversal, whose call it bears; viability, %; H69AR cells, CellTiter-Glo, 72 h; measured here: cytotoxicity without doxorubicin
MRP reversal with doxorubicin: also measured in MRP reversal; calls as there; viability, %; measured here: viability with 2 uM doxorubicin; stronger effect = lower value
* marks the source's active call; other numbers are inactive results.

`COc1ccc(C(=O)N2CCCC2=O)cc1` gave MRP reversal 6, MRP reversal cytotoxicity 99 and MRP reversal with doxorubicin 93.
Screening C[C@]12CCC(=O)C=C1CC[C@@H]1[C@@H]2CC[C@]2(C)C(=O)CC[C@@H]12 returned MRP reversal 0, MRP reversal cytotoxicity 81 and MRP reversal with doxorubicin 81.
`CN1C(=O)CN=C(c2ccc(Cl)cc2)c2cc(Cl)ccc21` gave MRP reversal -5, MRP reversal cytotoxicity 71 and MRP reversal with doxorubicin 76.
Screening C[N+]1(C)CCc2cc3c(cc2[C@H]1[C@@H]1OC(=O)c2c1ccc1c2OCO1)OCO3 returned MRP reversal 9, MRP reversal cytotoxicity 100 and MRP reversal with doxorubicin 91.
For Clc1ccc(COC(Cn2ccnc2)c2ccc(Cl)cc2Cl)c(Cl)c1 (stereo not drawn) the results were MRP reversal -1, MRP reversal cytotoxicity 2 and MRP reversal with doxorubicin 3.
`CC(CCc1ccccc1)NC(C)C(O)c1ccc(O)cc1` (stereo not drawn) gave MRP reversal -5, MRP reversal cytotoxicity 87 and MRP reversal with doxorubicin 92.
`CNCC(O)c1ccc(O)cc1` (stereo not drawn) gave MRP reversal -12, MRP reversal cytotoxicity 88 and MRP reversal with doxorubicin 100.
Screening C[C@H]1CCCC(=O)CCCCCc2cc(O)cc(O)c2C(=O)O1 returned MRP reversal -43, MRP reversal cytotoxicity 61 and MRP reversal with doxorubicin 103.
For O=c1[nH]c2ccccc2n1CCCN1CCC(n2c(=O)[nH]c3cc(Cl)ccc32)CC1 the results were MRP reversal -4, MRP reversal cytotoxicity 82 and MRP reversal with doxorubicin 86.
For CC[N+]1(C)CCCC(OC(=O)C(O)(c2ccccc2)c2ccccc2)C1 (stereo not drawn) the results were MRP reversal -2, MRP reversal cytotoxicity 93 and MRP reversal with doxorubicin 94.
`CCOc1ccc(-c2cc(C(=O)N3CCC4(CC3)OCCO4)c3ccccc3n2)cc1` gave MRP reversal 5, MRP reversal cytotoxicity 83 and MRP reversal with doxorubicin 78.

Structures listed so far containing a halogen, in the order listed:
`CN1C(=O)CN=C(c2ccc(Cl)cc2)c2cc(Cl)ccc21` gave MRP reversal -5, MRP reversal cytotoxicity 71 and MRP reversal with doxorubicin 76.
For Clc1ccc(COC(Cn2ccnc2)c2ccc(Cl)cc2Cl)c(Cl)c1 (stereo not drawn) the results were MRP reversal -1, MRP reversal cytotoxicity 2 and MRP reversal with doxorubicin 3.
For O=c1[nH]c2ccccc2n1CCCN1CCC(n2c(=O)[nH]c3cc(Cl)ccc32)CC1 the results were MRP reversal -4, MRP reversal cytotoxicity 82 and MRP reversal with doxorubicin 86.

Retrieved by compound from the entries so far:
`CN1C(=O)CN=C(c2ccc(Cl)cc2)c2cc(Cl)ccc21` gave MRP reversal -5, MRP reversal cytotoxicity 71 and MRP reversal with doxorubicin 76.
Screening C[C@]12CCC(=O)C=C1CC[C@@H]1[C@@H]2CC[C@]2(C)C(=O)CC[C@@H]12 returned MRP reversal 0, MRP reversal cytotoxicity 81 and MRP reversal with doxorubicin 81.

These rows are one share of the data (hit frequency here may not be typical).
